# Bioassay records from PubChem BioAssay.
# ABCB6 inh MLPCN: human ABCB6 transporter inhibition; Q9NP58; K562-ABCB6 porphyrin accumulation, flow cytometry, 1 h; hits give low values; fluorescence ratio to DMSO, % at 10 µM; 0.19% of 360,000 active; AID 602162;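 active means fluorescence ratio to DMSO below 75%, the collection mean minus 3 SD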;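 further: signal is porphyrin accumulated inside mitochondria; 100% equals median channel fluorescence of DMSO control wells; lower ratio means ABCB6 inhibition with less porphyrin fluorescence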
# Vif imaging: blocks HIV Vif function. HEK293T cells, Vif self-association by quenched fluorescence, imaging, 24 h. inhibition, % at 7.49 µM. AID 602346. 0.35% of 340,000 active; in the data active means inhibition above about 50%, passing the limit was not always enough; further: some results filed as inactive read as strong as hits
# MC4R antagonist: human MC4R antagonism in cAMP assay; inhibition, % at 6.5 µM; MC4R-expressing cells, MTII-stimulated cAMP, LANCE TR-FRET; 0.48% of 360,000 active; P32245; AID 540295;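 active means inhibition above its plate's cutoff, the mean of tested wells on that plate plus 3 SD, cut at about 29% in these data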;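 further: 0% = Melanotan II alone and 100% = Melanotan II plus saturating MCL0020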
# Target sequence (P32245 whole entry, looked up): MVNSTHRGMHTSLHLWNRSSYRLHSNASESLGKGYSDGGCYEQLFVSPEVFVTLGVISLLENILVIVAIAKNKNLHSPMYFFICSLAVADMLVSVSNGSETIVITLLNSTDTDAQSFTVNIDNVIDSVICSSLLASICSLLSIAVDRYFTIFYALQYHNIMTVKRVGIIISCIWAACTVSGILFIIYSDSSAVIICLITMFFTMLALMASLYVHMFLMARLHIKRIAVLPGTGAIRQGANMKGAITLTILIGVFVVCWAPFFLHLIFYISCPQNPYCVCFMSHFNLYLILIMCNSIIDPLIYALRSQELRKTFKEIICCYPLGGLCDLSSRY
#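 System: U2OS cells stably expressing human melanocortin 4 receptor (MC4R). Reagent: Melanotan II challenge after compound preincubation. Doses: 6.5 µM. Times: 30-min compound, 1-h challenge, 1-h detection, room temperature. Measured by: TR-FRET with Eu-cAMP and labeled anti-cAMP, 671 nm. Replicates: singlicate.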
# aDG glyco up: increases alpha dystroglycan glycosylation | activation, % at 10 µM | AID 624168 | 0.22% of 360,000 active | Pro5-aDG cells, alpha-DG glycosylation AlphaScreen (IIH6); 0% Pro5, 100% B10-LARGE cell signal;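 active means activation of at least 8% versus controls, or a plate z-score of at least 8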;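 further: Pro5 are CHO cells carrying HIG-tagged alpha-DG that lacks glycosylation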
# HTR2A ag: agonists of mouse serotonin 5-HT2A receptor (HTR2A). activation, % at 7.6 µM. CHO-K1 mHTR2A beta-arrestin complementation, luminescence; percent of 30 µM serotonin response. 0.66% of 360,000 active. P35363. AID 624169;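 active means activation above a run cutoff, the mean activation of all tested compounds plus 3 SD, cut at about 14% in these data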;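 further: 0% = plate median of compound wells and 100% = 30 µM serotonin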
# CaV13 ICDI inh: Disruptors of the CACNA1D IQ motif to Ca2+-dependent inactivation inhibitor domain association, primary screening, Förster resonance energy transfer in intact living … | HEK cells, CFP/YFP FRET ICDI-IQ, plate reader, 10 min; percent FRET-ratio fall versus neutral wells | inhibition, % at 12.3 µM | 0.098% of 340,000 active | AID 743397;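 active means mean replicate inhibition of at least 30% and at least 1% of replicates passing that level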;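 further: 0% = median of the neutral control wells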
# Cardio protect: myocardial damage modulation in H9c2 cells; H9c2 cardiomyocytes, H2O2 injury protection, ATPLite, 2 h; protection from H2O2 cell death, % at 20 µM; 0.63% of 360,000 active; AID 588492;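 active means compounds giving at least 50% protection of heart cells from peroxide-induced death in the single-dose screen, raw or plate-pattern-corrected value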;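 further: 0% = DMSO wells with peroxide and 100% = DMSO wells without peroxide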
# MC4R barr agon: activates human MC4R beta-arrestin recruitment | activation, % at 8.9 µM | P32245 | U2OS MC4R beta-arrestin complementation, luminescence; percent of melanotan II response, DMSO zero | AID 540308 | 0.98% of 360,000 active;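 active means activation above a per-plate cutoff, the mean activation of sample wells on that plate plus 3 SD, cut at about 8% in these data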
# N-glyco inh: blocks N-linked glycosylation in D54 reporter cells. D54 ERlucT glycosylation luciferase reporter, 24 h; percent of 100 nM tunicamycin response. reporter increase, % at 12.5 µM. 0.23% of 360,000 active. AID 588692;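 active means mean luciferase reporter signal, scaled so untreated is 0 and the glycosylation-blocking control 100, at or above a set limit in every replicate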;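 further: luciferase carries N-glycosylation sites so blocking glycosylation raises the light; 0% = median of neutral control wells and 100% = median of 100 nM tunicamycin wells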
# PDI turbidity: PDI (human) enzyme inhibition. P07237. PDI insulin aggregation turbidity, A650, 90 min. inhibition, % at 10 µM. 0.052% of 350,000 active;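 active means mean inhibition across replicates of 30% or more, whatever share of single replicates reach that level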;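 further: absorbance from insulin aggregation driven by PDI reduction with DTT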
# Target sequence (P07237 whole entry, looked up): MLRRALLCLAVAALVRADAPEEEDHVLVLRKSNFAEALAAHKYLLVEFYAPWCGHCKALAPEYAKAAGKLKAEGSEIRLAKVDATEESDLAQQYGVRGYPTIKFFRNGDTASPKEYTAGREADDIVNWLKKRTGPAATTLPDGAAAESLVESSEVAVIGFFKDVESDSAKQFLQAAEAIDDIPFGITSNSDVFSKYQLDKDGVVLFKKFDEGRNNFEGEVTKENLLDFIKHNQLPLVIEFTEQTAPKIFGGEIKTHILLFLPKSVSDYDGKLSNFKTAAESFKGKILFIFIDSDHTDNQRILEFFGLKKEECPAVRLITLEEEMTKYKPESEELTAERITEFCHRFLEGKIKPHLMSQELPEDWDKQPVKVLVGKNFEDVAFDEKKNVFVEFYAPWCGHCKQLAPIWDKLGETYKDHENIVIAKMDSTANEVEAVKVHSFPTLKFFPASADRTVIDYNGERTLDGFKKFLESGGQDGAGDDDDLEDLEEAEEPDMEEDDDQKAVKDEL
# * hit, by the source's call; nt = not tested or not shown; + = active, no number.
no.	compound	Vif imaging	N-glyco inh	ABCB6 inh MLPCN	aDG glyco up	HTR2A ag	PDI turbidity	CaV13 ICDI inh	MC4R antagonist	MC4R barr agon	Cardio protect
1	O=C(CSc1ncccn1)N1CCc2ccccc2C1	-2	2	103	1.0	-2	-2	-4	4	-2.3	1
2	CCOC(=O)CN(C(=O)CNC(=O)c1ccco1)C(C(=O)NC1CCCCC1)c1cccs1 (stereo not drawn)	17	-1	100	0.5	2	-8	-5	-2	-2.0	28
3	CCCCN(C(=O)c1c(C)noc1C)c1c(N)n(CCC)c(=O)[nH]c1=O	-3	2	99	-0.2	7	-9	-3	1	-1.7	1
4	Cc1ccc2c(c1)c1c3n2CCN(C=O)C3CCC1 (stereo not drawn)	15	1	102	0.0	0	1	-6	-4	-0.7	-1
5	CC(=O)c1ccc(OCCn2c(SCC(=O)O)nc3ccccc32)cc1	-7	0	96	-0.1	3	9	-2	-1	1.0	13
6	CC1CCCN(S(=O)(=O)c2ccc3c(c2)n(C)c(=O)c(=O)n3C)C1 (stereo not drawn)	-2	3	96	-0.1	-2	0	-4	5	-0.1	0
7	O=C(Nc1cccc([N+](=O)[O-])c1)c1ccc(-c2ccccc2)cc1	nt	1	105	-0.1	-5	7	-5	9	39*	-1
8	CC(=O)OCCn1c2nc(=O)[nH]c(=O)c-2nc2cc(C)c(C)cc21	nt	6	138	-0.3	5	4	-77	-25	-0.4	5
9	CCOc1ccc(N=C2C(=O)N(CN3CCOCC3)c3ccccc32)cc1	10	3	86	0.2	0	-3	0	-6	-0.7	-3
10	CCCn1c(SCC(=O)N2CC(=O)Nc3ccccc32)nc2ccccc21	0	2	101	0.0	4	8	-5	5	-2.2	4
11	CCCN(C(=O)c1cc(CC)c(C)s1)c1c(N)n(Cc2ccccc2)c(=O)[nH]c1=O	nt	-3	93	0.4	3	9	-6	11	-2.4	3
12	CN(C)S(=O)(=O)c1ccc(-n2cccc2)cc1	-5	2	97	-0.3	0	12	-6	2	-0.4	8
13	Cc1cccc(NCc2ccccc2)c1	-5	-1	100	0.0	4	1	-5	14	1.2	4
14	Cc1ccccc1NC(=O)CSc1nnc(C)c2ccccc12	8	-2	95	0.2	0	7	-3	11	0.2	3
15	COc1cccc(NC(=O)c2ccc3c(SCC(=O)O)c4c(nc3c2)CCCC4)c1	0	-2	95	-0.2	1	-8	-4	-11	2.7	6
16	O=C(O)/C=C\c1cn(-c2ccccc2)nc1-c1cc2ccccc2o1	2	1	97	-0.6	4	-5	-5	8	2.0	2
17	COc1ccc(S(=O)(=O)N(C)CC(=O)NCc2cccnc2)cc1Cl	5	1	98	0.0	1	0	-7	6	1.2	2
18	NC(=S)NN=C1C2CC3CC(C2)CC1C3	16	0	97	-0.2	0	4	-7	15	-3.1	12
19	COc1cccc(C(=O)Nc2ccccc2N2CCCC2)c1	-3	1	85	0.0	-4	-12	-4	6	-0.8	2
20	COCCC(=O)N1CCC(Oc2ccc(C(=O)N3CCCCC3CCO)cc2)CC1 (stereo not drawn)	6	-1	101	0.1	-7	9	-6	7	-2.5	-2
21	O=C(c1ccc(S(=O)(=O)Nc2ccccc2)cc1)N1CCC1	5	-1	99	0.0	2	9	-5	-2	-1.6	-3
22	Cc1ccc(Cc2c(-c3ccccc3)nc3cc(C)ccn23)cc1	5	-3	92	0.1	0	-5	-6	-14	0.7	-14
23	Cc1cccn2c(=O)c(/C=C(\C#N)C(N)=O)c(N3CCCCCC3)nc12	3	3	98	-0.1	4	-7	-20	-1	-0.4	6
24	COc1ccc(SC[C@H](Cc2ccccc2)N2CC[C@@H](C(C)(C)C)CCC2=O)cc1	-2	-6	98	0.2	0	2	-4	2	1.1	-9
25	COc1ccc(NC(C)=O)cc1NC(=O)CSc1nc2ncccc2[nH]1	2	2	92	0.0	-2	-4	nt	5	0.1	13
26	COCCNc1nc2c(c(=O)n(Cc3ccc(OC)cc3)c(=O)n2C)n1C	3	0	90	-0.2	-4	7	-3	11	-0.1	15
27	CC(C)Oc1ccc(C(=O)OCC(=O)NCCNC(=O)COC(=O)c2ccc(OC(C)C)cc2)cc1	-4	-1	95	-0.3	-3	5	-5	20	-0.3	2
28	NC(=O)COC(=O)c1ccc(C(=O)C(=O)c2ccccc2)cc1	-6	-3	100	-0.1	-1	1	-4	-7	3.2	-3
29	COc1cccc(/C(C)=N/NC(=O)Cc2c(C)[nH][nH]c2=O)c1	4	2	99	-0.5	2	-13	-19	6	-2.0	-2
30	COc1cc(NS(=O)(=O)c2cc(C)ccc2OC)c(OC)cc1Cl	2	-2	90	0.8	-2	-5	0	14	-0.3	-19
31	C(=C\c1ccccc1)/CSc1nc2ncccc2[nH]1	-3	1	93	0.0	0	2	-4	1	-1.0	-4
32	CC1CCc2sc(C(=O)NCC(C)(C)N3CCOCC3)cc2C1 (stereo not drawn)	-6	0	98	-0.2	-10	7	-6	14	-1.5	-5
33	C=CCSc1nnc(NC(=O)c2ccc(Cl)nc2)s1	1	2	92	0.3	3	-6	-5	3	-0.8	-21
34	Cc1ccc(Cl)cc1NC(=O)COC(=O)c1ccc(CN2CCCC2=O)cc1	-9	1	94	-0.2	7	-9	-2	10	-1.6	0
35	CCNc1nc(NCC)nc(Nn2cnnc2)n1	4	-1	101	-0.4	-2	-4	-7	5	0.2	2
36	CCc1nc2ccc(C(=O)NCc3ccc(OC)cc3)cn2c1N(C)Cc1ccc(OC)cc1	-3	-4	96	0.5	-3	9	-5	17	2.2	-3
37	COc1cc([C@@H]2c3cc4c(cc3[C@H](O)[C@H]3COC(=O)[C@H]23)OCO4)cc(OC)c1OC	+	12	93	-0.1	-1	-4	-8	-26	0.5	6
38	CCOC(=O)CC(=O)CSc1ccc2nnc(-c3cccc(F)c3)n2n1	2	1	90	-0.1	0	-2	-4	14	-0.9	12
39	Cc1ccc(-n2c(=O)c(C#N)cc3c(=O)n4cccc(C)c4nc32)cc1	4	-3	90	0.2	2	1	nt	10	-0.5	5
40	O=C(NCCCN1CCOCC1)C1CCCN(S(=O)(=O)N2CCCCC2)C1 (stereo not drawn)	0	3	101	-0.1	-3	-2	-2	4	-2.4	-12
41	CC(=O)Nc1ccc(CN(C)c2c(C)nc3ccc(C(=O)N(C)Cc4ccco4)cn23)cc1	2	3	101	-0.3	0	-2	-12	9	2.3	-1
42	Cc1cccc(-n2c(Cc3cc(=O)[nH]c(=O)[nH]3)nnc2SC(C)C)c1	4	0	101	-0.2	5	-10	-7	12	0.0	-5
43	CCOC(=O)C(=O)c1csc(NC(=O)CCSc2ccc(C)cc2)n1	9	0	102	0.1	7	1	-5	-5	-5.1	9
44	NS(=O)(=O)c1cccc(NC(=O)COC(=O)Cc2n[nH]c(=O)c3ccccc23)c1	-1	0	100	0.4	-2	-6	-5	0	-0.8	52*
45	COC(=O)[C@]12CCCCC=C1N(Cc1ccccc1)C(=O)[C@H](CC(=O)N1CCOCC1)C2	nt	nt	96	-0.1	1	nt	-9	nt	nt	nt
46	COc1ccc(/C=C(\NC(=O)c2ccc(C)cc2)C(=O)Nc2c(C)n(C)n(-c3ccccc3)c2=O)cc1	8	1	101	-0.4	0	-13	-1	0	-2.2	0
47	O=C(O)c1cc(Cl)c2c(c1)OCO2	-7	1	100	0.0	-1	-7	-2	-4	1.8	-1
48	COC(=O)CSc1nnc(-c2ccccc2OC)n1-c1ccc(C)cc1	0	-2	91	-0.1	-1	3	-3	6	2.1	-5
49	CN1Cc2sc(N)c(C#N)c2CC1(C)C	-1	1	102	0.1	5	6	3	3	0.6	-5
50	COC(=O)C1C(O)=C(C=NCc2ccccc2)C(=O)CC1(C)C (stereo not drawn)	6	-1	94	0.0	1	0	-4	1	-0.7	-1

# A draw from above in order of count of non-hydrogen atoms, largest number first.
no.	compound	Vif imaging	N-glyco inh	ABCB6 inh MLPCN	aDG glyco up	HTR2A ag	PDI turbidity	CaV13 ICDI inh	MC4R antagonist	MC4R barr agon	Cardio protect
46	COc1ccc(/C=C(\NC(=O)c2ccc(C)cc2)C(=O)Nc2c(C)n(C)n(-c3ccccc3)c2=O)cc1	8	1	101	-0.4	0	-13	-1	0	-2.2	0
41	CC(=O)Nc1ccc(CN(C)c2c(C)nc3ccc(C(=O)N(C)Cc4ccco4)cn23)cc1	2	3	101	-0.3	0	-2	-12	9	2.3	-1
45	COC(=O)[C@]12CCCCC=C1N(Cc1ccccc1)C(=O)[C@H](CC(=O)N1CCOCC1)C2	nt	nt	96	-0.1	1	nt	-9	nt	nt	nt
44	NS(=O)(=O)c1cccc(NC(=O)COC(=O)Cc2n[nH]c(=O)c3ccccc23)c1	-1	0	100	0.4	-2	-6	-5	0	-0.8	52*
40	O=C(NCCCN1CCOCC1)C1CCCN(S(=O)(=O)N2CCCCC2)C1 (stereo not drawn)	0	3	101	-0.1	-3	-2	-2	4	-2.4	-12
48	COC(=O)CSc1nnc(-c2ccccc2OC)n1-c1ccc(C)cc1	0	-2	91	-0.1	-1	3	-3	6	2.1	-5
43	CCOC(=O)C(=O)c1csc(NC(=O)CCSc2ccc(C)cc2)n1	9	0	102	0.1	7	1	-5	-5	-5.1	9
50	COC(=O)C1C(O)=C(C=NCc2ccccc2)C(=O)CC1(C)C (stereo not drawn)	6	-1	94	0.0	1	0	-4	1	-0.7	-1

# (next part)
no.	compound	Vif imaging	N-glyco inh	ABCB6 inh MLPCN	aDG glyco up	HTR2A ag	PDI turbidity	CaV13 ICDI inh	MC4R antagonist	MC4R barr agon	Cardio protect
51	CCC(C)C(NC(N)=O)C(=O)Nc1ccc(C(=O)OC)cc1 (stereo not drawn)	10	2	101	-0.1	-1	-2	-5	4	-1.0	-3
52	Brc1ccc(-c2csc(-c3c[nH]c4ccccc34)n2)cc1	-3	3	96	-0.2	5	7	nt	3	1.8	-17
53	O=C(COC(=O)/C=C/c1ccc(OC(F)F)cc1)NCc1cccs1	-3	2	97	0.0	5	3	-19	3	3.2	-11
54	COCCNC(=O)C1(C)CCCN(Cc2csc(-c3ccc(Cl)cc3)n2)C1 (stereo not drawn)	nt	-6	99	0.3	-1	0	nt	-5	-2.0	-2
55	COc1ccc(C(C)NC(=O)c2cccc([N+](=O)[O-])c2)cc1OC (stereo not drawn)	4	0	98	0.0	-1	-5	-5	3	-1.1	2
56	CC(=O)N1CCC2(CC1)C/C(=N\NC(=S)Nc1ccccc1C)c1cc(O)ccc1O2	5	2	101	-0.4	-2	1	-2	11	-4.6	1
57	O=C(COc1ccc(S(=O)(=O)NCc2ccccc2)cc1Cl)NCc1ccccn1	6	0	95	-0.2	5	20	-3	-4	-0.7	3
